# Screens: PubChem, National Center for Advancing Translational Sciences (NCATS)
# LmPK inh = blocks Leishmania mexicana pyruvate kinase activity; purified LmPK, Kinase-Glo ATP luminescence, 1 h; Q27686; 290,000 compounds, 0.37% hits; Potency, µM (highest dose often 57.5 µM), without a hit: at the highest dose activity change, negative = inhibition, usual class: inhibitors; further: potency means the concentration at half of the fitted maximal effect; on the % scale 0 is the no-effect control and ±100 the full control effect
# Target sequence (Q27686 whole entry, looked up): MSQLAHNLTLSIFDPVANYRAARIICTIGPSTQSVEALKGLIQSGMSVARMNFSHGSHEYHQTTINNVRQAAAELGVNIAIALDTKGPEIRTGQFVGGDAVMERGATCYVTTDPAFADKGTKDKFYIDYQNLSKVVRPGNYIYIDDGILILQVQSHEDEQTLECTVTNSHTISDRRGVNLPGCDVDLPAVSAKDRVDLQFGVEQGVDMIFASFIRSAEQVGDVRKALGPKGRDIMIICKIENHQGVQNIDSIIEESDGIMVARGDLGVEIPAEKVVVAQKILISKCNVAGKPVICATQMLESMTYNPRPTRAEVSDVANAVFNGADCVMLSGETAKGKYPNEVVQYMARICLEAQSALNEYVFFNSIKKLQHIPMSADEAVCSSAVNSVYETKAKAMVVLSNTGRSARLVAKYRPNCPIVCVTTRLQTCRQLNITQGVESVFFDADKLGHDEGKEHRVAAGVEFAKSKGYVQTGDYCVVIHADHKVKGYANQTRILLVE
#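 qHTS format; LmPK 0.1 nM; substrates PEP 0.5 mM and ADP 0.1 mM. One-hour room-temperature incubation, then coupled luciferase luminescence; 0.5 nM enzyme wells mark activation.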
# Tb PYK inh = T. brucei pyruvate kinase inhibition; TbPYK enzyme, Kinase-Glo Plus ATP luminescence, 45 min; Q57TT1; Potency, µM (top dose mostly 76.8 µM), inactives show at the highest dose activity, negative = inhibition, usual class: inhibitors; 410,000 compounds, 0.12% hits; AID 624173; further: potency means the concentration at half of the fitted maximal effect; on the % scale 0 is the no-effect control and ±100 the full control effect; nearly all actives have a fitted effect of over 50% in size
#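 In this concentration-response screen, enzyme-free wells defined baseline while DMSO plates tracked drift. Each reaction combined TbPYK, substrate, compound and 130 uM ADP for 45 min at room temperature. Kinase-Glo Plus luminescence gave the signal.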
# Cycloheximide cs = counter-screen for Shiga toxin inhibitors: cycloheximide protein synthesis inhibition; 300,000 compounds, 12% hits; max response, %; cell reporter, cycloheximide protein synthesis inhibition counterscreen; in the data active means max response mostly above about 13%, no sharp cut-off; inactive means mostly below about 14%; further: read at 38.3 µM for the half of the compounds with a filed dose; 0% is about no effect
# Pf growth 96h = P. falciparum growth inhibition at 96 hour, primary screen for plastid delayed-death inhibitors | 320,000 compounds, 6.9% hits | P. falciparum luciferase reporter growth, 96 h | Potency, µM (top dose mostly 28.7 µM), for the others: at the highest dose activity change, negative = inhibition, usual class: inhibitors; further: potency means the concentration at half of the fitted maximal effect; on the % scale 0 is the no-effect control and ±100 the full control effect
#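 Readout is luminescence from an integrated firefly luciferase in P. falciparum. Red cells, 2% hematocrit and 0.05% parasitemia final, were cultured with compound through two parasite generations (96 hours) at 37 C, 5% CO2.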
# Shiga toxin inh = inhibitors of Shiga toxin in Vero cells; Vero cells, Shiga toxin protein synthesis inhibition reporter; inhibition, % at 38.7 µM; 290,000 compounds, 9.2% hits; in the data active means inhibition mostly above about 28%, no sharp cut-off; inactive means mostly below about 43%; further: 0% is about no effect
# HCV inhibitor = HCV inhibition; 340,000 compounds, 3.4% hits; Huh7.5.1 HCVcc-Cre infection, luciferase reporter, 44 h; Potency, µM (top dose mostly 41.8 µM), for the others: at the highest dose activity change, negative = inhibition, most hits filed as inhibitors; AID 651820; further: potency means the concentration at half of the fitted maximal effect; on the % scale 0 is the no-effect control and ±100 the full control effect
#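 After 44 h co-culture of compound, cells and HCVcc-Cre (~0.5 moi), substrate is added for 15 min at room temperature and luciferase measured over 15 sec. Cells were seeded at 1,000/well and pre-cultured 4 h.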
# Pf growth 48h = P. falciparum growth inhibition at 48 hours (one generation); P. falciparum luciferase growth in erythrocytes, 48 h; Potency, µM (doses to about 28.7 µM), for the others: top-dose activity change, negative = inhibition, actives largely listed as inhibitors; 310,000 compounds, 5.9% hits; AID 504832; further: potency means the concentration at half of the fitted maximal effect; on the % scale 0 is the no-effect control and ±100 the full control effect
#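 First compound was added to culture medium, then infected red cells at 0.1% parasitemia and 2% hematocrit (final). After incubation at 37 C under 5% CO2, luciferase detection reagent was dispensed and light output recorded.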
# An asterisk follows results filed as active; u = inconclusive; x = not tested or not shown; [ ] = another dose, or the depositor's remark. Unless noted, the call rests on the fitted dose curve; in most records, active means well fitted curve in the direction sought with a large enough effect; inconclusive means small, poorly fitted or top-dose-only effect, or another doubt; inactive means no such curve, though single readings can be large; an effect the other way counts as inactive or inconclusive.
(1) CCC(=O)c1ccccc1OCCCN1CCC(Cc2ccccc2)CC1
(2) O=C(O)c1c(Cl)c(Cl)c(Cl)c(Cl)c1C(=O)N1CCCC1
(3) CCOCCCNC(=S)N1CCCN(c2nc3cc(C)ccc3cc2C#N)CC1
(4) COc1ccc(NS(=O)(=O)c2cc(C(=O)OC(C)C(=O)N3CCOCC3)ccc2Cl)cc1 (stereo unspecified)
(5) CC(c1ccccc1)N(C)C(=O)CSc1nnc(C2CC2)n1C1CC1 (stereo unspecified)

Assay by compound	1	2	3	4	5
LmPK inh	-1%	4%	-1%	x	x
Tb PYK inh	6%	2%	-2%	0%	2%
Cycloheximide cs	-2	-3	4	x	x
Pf growth 96h	-12%	x	0%	-16%	-30%
Shiga toxin inh	-3	2	26	x	x
HCV inhibitor	u	-14%	4%	2%	4%
Pf growth 48h	u	13%	-13%	-8%	-6%

(6) COc1cc(OC)cc(C(=O)Nc2ccc(CN3CCCCC3)cc2)c1
(7) COc1ccc(NC(=O)Nc2ccc(Br)c(C)c2)cc1
(8) COc1ccc(C2=NOC(C(=O)NCc3ccc(F)cc3)C2)cc1 (stereo unspecified)
(9) C#Cc1cccc(C(=O)NC2CCCN(C3Cc4ccccc4C3)C2)c1 (stereo unspecified)
(10) CCOCCCn1c(=NC(C)=O)c(C#N)cc2c(=O)n3ccccc3nc21

Assay by compound	6	7	8	9	10
LmPK inh	4%	0%	4%	9%	3%
Tb PYK inh	0%	3%	0%	1%	-18%
Cycloheximide cs	-2	11	6	-6	-1
Pf growth 96h	53%[activator]	15%	38%[activator]	-9%	4%
Shiga toxin inh	11	31*	18	-10	9
HCV inhibitor	-6%	-12%	1%	-1%	u
Pf growth 48h	u	-24%[5.75 µM]	2%	-8%	19%

(11) O=C(COC(=O)c1ccco1)c1ccc(Cl)cc1
(12) COC(=O)Cc1c(O)ccn(Cc2ccc(OC)c(OC)c2)c1=O
(13) COc1cc2c(cc1OC)C(c1ccc(OC)c(OC)c1OC)CC(=O)N2 (stereo unspecified)
(14) Cc1cc(=O)[nH]c(SCC(=O)c2ccc3c(c2)NC(=O)CO3)n1
(15) O=C(CSc1nnc2ccccn12)Nc1ncc(Cl)cc1Cl

Assay by compound	11	12	13	14	15
LmPK inh	1%	3%	-3%	-8%	0%
Tb PYK inh	3%	-4%	-1%	-8%	2%
Cycloheximide cs	29*	-3	-3	-3	23*
Pf growth 96h	-6%	9%	u	u	82%[activator]
Shiga toxin inh	104*	-3	-2	-14	36
HCV inhibitor	u	23%	14%	0%	14%
Pf growth 48h	11%	3%	-2%	-12%	x

(16) C=CCN(c1ccc(Br)cc1C(=O)OC)S(C)(=O)=O
(17) Cn1ccc(C(=O)N/N=C/c2c[nH]c3ccccc23)n1
(18) CC1CCCN(S(=O)(=O)c2ccc(NC(=O)C3CC(=O)N(C(C)(C)C)C3)cc2)C1 (stereo unspecified)
(19) CC(O)(CS(=O)(=O)Cc1cccc(C(F)(F)F)c1)C(=O)Nc1cccc(C(F)(F)F)c1 (stereo unspecified)
(20) COc1cc(C(=O)NCC(c2cccs2)N(C)C)cc(Cl)c1OC(C)C (stereo unspecified)

Assay by compound	16	17	18	19	20
LmPK inh	x	0%	x	-6%	1%
Tb PYK inh	-10%	2%	3%	-5%	-1%
Cycloheximide cs	x	45*	x	-1	-3
Pf growth 96h	1%	u	130%[activator]	50%[activator]	-3%
Shiga toxin inh	x	59*	x	10	-6
HCV inhibitor	17%	7%	4%	u	u
Pf growth 48h	-26%	41%[activator]	4%	8%	7%

(21) CCC(C)N(C(=O)Cn1c(Cl)nc2c1c(=O)n(C)c(=O)n2C)C1CCS(=O)(=O)C1 (stereo unspecified)
(22) COc1ccccc1C(=O)NCCC(=O)Nc1cccc(S(=O)(=O)N2CCCC2)c1
(23) CC(=O)c1ccc(OCC(=O)OCC(=O)Nc2sccc2C(N)=O)cc1
(24) CCN(CC)S(=O)(=O)c1cccc(-c2n[nH]c(=S)n2CC(C)C)c1
(25) COC(=O)c1ccc(C2NC(C(=O)O)CS2)cc1 (stereo unspecified)

Assay by compound	21	22	23	24	25
LmPK inh	-3%	x	x	u	-5%
Tb PYK inh	-6%	0%	-5%	8.9µM*	-3%
Cycloheximide cs	-1	x	x	-3	13
Pf growth 96h	28%	u	8%	10%	1%
Shiga toxin inh	-9	x	x	-12	-6
HCV inhibitor	17%	-28%	3%	-13%	18%
Pf growth 48h	1%	3.3µM*	5%	-21%	x

(26) Cc1c(NC(=O)c2ccc3nsnc3c2)cccc1[N+](=O)[O-]
(27) O=C(Nc1cc([N+](=O)[O-])ccc1O)c1cccc([N+](=O)[O-])c1
(28) Cc1[nH]c2ccc(F)cc2c1CCN(Cc1ccco1)C(=S)NC(C)(C)C
(29) CN(C)c1ccc(C(=O)c2ccccc2C(=O)O)cc1[N+](=O)[O-]
(30) CCOc1ccc(C(=O)NNC2CC(=O)N(Cc3ccc(Cl)cc3)C2=O)cc1OC (stereo unspecified)

Assay by compound	26	27	28	29	30
LmPK inh	1%	0%	8%[11.5 µM]	0%	1%
Tb PYK inh	3%	5%	-1%	2%	-2%
Cycloheximide cs	2	6	7	-2	-5
Pf growth 96h	10%	-3%	u	47%[5.75 µM]	0%
Shiga toxin inh	45	x	-23	4	-4
HCV inhibitor	-6%	15%	-11%	15%	-28%
Pf growth 48h	-20%	33%[activator]	-25%	-11%	u

(31) CN1CCN(C(=O)CN(C2CCCCC2)S(=O)(=O)c2ccc(Br)cc2)CC1
(32) CCn1c(SCC(=O)Nc2cc(S(=O)(=O)N3CCOCC3)ccc2OC)nnc1-c1ccncc1
(33) Cc1ccc(S(=O)(=O)N(C)CC(=O)N2CCCC2)cc1
(34) CCC(C)NC(=O)C1(NC(=O)Nc2ccccc2)CCCCC1 (stereo unspecified)
(35) Cc1cc(SCC(=O)N2CCCC2)nc2ccccc12

Assay by compound	31	32	33	34	35
LmPK inh	1%	1%	2%	0%	10%
Tb PYK inh	-1%	3%	2%	u	8%
Cycloheximide cs	0	-4	0	-2	7
Pf growth 96h	126%[activator]	7%	-15%	-18%	u
Shiga toxin inh	18	-14	1	-12	14
HCV inhibitor	-5%	6%	19%	13%	-14%
Pf growth 48h	-22%	4%	11%	17%	148%[activator]

# Part of the list above in order of molar mass, smallest number first.
(35) Cc1cc(SCC(=O)N2CCCC2)nc2ccccc12
(34) CCC(C)NC(=O)C1(NC(=O)Nc2ccccc2)CCCCC1 (stereo unspecified)
(32) CCn1c(SCC(=O)Nc2cc(S(=O)(=O)N3CCOCC3)ccc2OC)nnc1-c1ccncc1

Assay by compound	35	34	32
LmPK inh	10%	0%	1%
Tb PYK inh	8%	u	3%
Cycloheximide cs	7	-2	-4
Pf growth 96h	u	-18%	7%
Shiga toxin inh	14	-12	-14
HCV inhibitor	-14%	13%	6%
Pf growth 48h	148%[activator]	17%	4%

# Other entries.
(36) O=C(Cc1cccs1)Nc1cccc(C(=O)Nc2ccc(C(=O)O)cc2)c1
(37) CO[C@H]1C[C@@H](O[C@@H]2[C@H](C)[C@H](O[C@@H]3O[C@@H](C)C[C@@H](N(C)C)[C@@H]3O)[C@H](C)C[C@]3(CO3)C(=O)[C@H](C)[C@H](O)[C@H](C)[C@H](C)OC(=O)[C@@H]2C)O[C@@H](C)[C@H]1O
(38) Cc1ccc2nc(Cc3ccc(N)cc3)oc2c1
(39) COc1ccc(CCNC(=O)c2cccc3c2C(=O)N(C2CCCCC2)C3)cc1OC
(40) Cc1cccc(NC(=S)NC(=O)c2ccco2)c1C

Assay by compound	36	37	38	39	40
LmPK inh	1%	x	-1%	9%	-3%
Tb PYK inh	8%	5%[33.2 µM]	-7%	0%	-8%
Cycloheximide cs	-2	x	28*	4	32
Pf growth 96h	0%	-11%[12.8 µM]	5%	16%	11%
Shiga toxin inh	-5	x	62*	3	14
HCV inhibitor	-14%	x	-13%	u	-5%
Pf growth 48h	-13%	-5%[12.8 µM]	0%	u	38%[activator]

(41) CC(=O)Nc1ccc(NC(=O)CSc2nnc3ccc(-c4ccc(F)cc4)nn23)cc1
(42) CCOc1ccc(-c2cc(NC(=O)Cn3ncc4c3-c3ccccc3OC4)on2)cc1OCC
(43) O=C(Nc1nnc(Cc2ccc([N+](=O)[O-])cc2)s1)Nc1ccccc1F
(44) Cc1ccc(C)c(C(=O)CSc2nnnn2-c2cccnc2)c1
(45) Oc1ccc2ccccc2c1C=Nc1ccccc1-c1nc2ccccc2[nH]1

Assay by compound	41	42	43	44	45
LmPK inh	-5%	-3%	1%	2%	-10%
Tb PYK inh	1%	-5%	0%	3%	-18%
Cycloheximide cs	-4	6	3	10	43*
Pf growth 96h	50%[activator]	u	12%	10%[5.75 µM]	u
Shiga toxin inh	-4	-9	-3	29	59*
HCV inhibitor	-5%	-4%	7%	-32%	11µM*
Pf growth 48h	26%	x	0%	-8%	x

(46) COC(=O)c1[nH]c2ccccc2c1NC(=O)CN1CCCCCC1
(47) Cn1c(N=NC(=O)c2ccccc2)c(O)c2ccccc21
(48) COC(=O)c1ccc(CN2C(=O)NC(CC(C)C)C2=O)cc1 (stereo unspecified)
(49) CCOC(=O)N1CCN(Cc2nc3cc([N+](=O)[O-])ccc3n2C)CC1
(50) O=C(COc1cc2oc(=O)c3c(c2cc1Cl)CCC3)NCCCN1CCOCC1

Assay by compound	46	47	48	49	50
LmPK inh	0%	-19%	2%	7%	-7%
Tb PYK inh	3%	u	-1%	4%	-5%
Cycloheximide cs	-1	43*	-2	3	6
Pf growth 96h	u	222%[activator]	20%[5.75 µM]	122%[activator]	u
Shiga toxin inh	-9	33*	-10	-12	-7
HCV inhibitor	u	4%	11%	19%	-1%
Pf growth 48h	x	167%[activator]	-7%	-16%	7%

(51) Cc1ccc(S(=O)(=O)N2CCN(CCOc3cccc(C)c3)CC2)cc1
(52) CN(C)c1nc2ccccc2c(N)c1-c1ccccc1
(53) Cc1cc(-c2ccc(S(=O)(=O)N3CCN(c4cccc(C(F)(F)F)c4)CC3)s2)on1
(54) CC(=O)N/C(=C\c1cccs1)C(=O)O
(55) O=C(c1cccc(C(F)(F)F)c1)N1C[C@H]2C[C@@H](C1)c1cccc(=O)n1C2

Assay by compound	51	52	53	54	55
LmPK inh	x	-3%	4%	1%	-10%
Tb PYK inh	7%	3%	1%	-4%	4%
Cycloheximide cs	x	7	1	14	-2
Pf growth 96h	-30%	x	13µM*	0%	-3%
Shiga toxin inh	x	-13	-4	16	12
HCV inhibitor	u	u	11%	18%	5%
Pf growth 48h	u	u	-15%	30%[activator]	-6%

(56) CC(C)(C)OC(=O)NOCC(=O)N(Cc1ccccc1)CC(O)COc1ccccc1 (stereo unspecified)
(57) C[C@@H]1O[C@@H](O[C@H]2C[C@@H](O)[C@]3(CO)[C@@H]4C(CC[C@]3(O)C2)[C@@]2(O)CC[C@H](C3COC(=O)C3)[C@@]2(C)C[C@H]4O)[C@H](O)[C@H](O)[C@H]1O (stereo partly specified)
(58) Cc1ccc(NC(=O)CN(C)C(=O)c2cccc(S(=O)(=O)NCc3ccccc3)c2)cc1
(59) COc1ccccc1/C=C/c1nc2ccc(OC(C)=O)cc2c(=O)o1

Assay by compound	56	57	58	59
LmPK inh	x	x	x	5%
Tb PYK inh	-1%	0%	1%	-1%
Cycloheximide cs	x	x	x	-4
Pf growth 96h	u	-17%	9%	1.7µM*
Shiga toxin inh	x	x	x	-10
HCV inhibitor	-6%	u	15%	26%
Pf growth 48h	u	-22%	-6%	2%
